Screens deposited in PubChem by School of Medicine, Boston University.
PL biosyn Enam = blocks phospholipid synthesis in CHO cells, Enamine compounds | calls only at 10 µM | ZR-82 CHO cells, pyrene fatty acid UV survival, CellTiter Blue; peroxisome-deficient CHO-K1 mutant line; plus DGAT-1, DGAT-2 and ACAT inhibitors | 20,000 tested, 0.4% active;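 active = cell survival signal 2 SD away from solvent-only control wells, confirmed on one or two retests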;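 also: 3 h compound exposure then viability read about one day after UV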
Calls only; i = inactive; + = active, no number. The list is partial, so the mix of outcomes need not match the whole.

no.	Molecule	PL biosyn Enam
1	Fc1ccccc1C1CC(c2ccc(Br)cc2)Nc2nc(-c3ccccc3)nn21 (stereo not drawn)	i
2	O=C(Cn1cc(I)c(=O)c(I)c1)OCC(=O)N1CCCC1=O	i
3	Cn1cccc1CC(=O)NNC(=S)NC1CCCCC1	i
4	COC(=O)c1sc(N)c(C(=O)OC)c1COC(=O)CCc1c(C)noc1C	i
5	Cc1cc(N2CCCC2)ccc1NC(=S)NC1CC1	i
6	COP(=O)(O)c1c([N+](=O)[O-])cc(C(F)(F)F)cc1[N+](=O)[O-]	i
7	O=C(CSc1nnc(-c2ccco2)o1)Nc1ccnn1C1CCCC1	i
8	CC(C)c1ccc(C2N=C(N)Nc3nc4ccccc4n32)cc1 (stereo not drawn)	i
9	O=S(=O)(c1ccc(=S)[nH]c1)N1CCCCC1	i
10	Oc1cccc(C2Nc3ccccc3-c3nc4ccccc4n32)c1 (stereo not drawn)	i
11	Cc1nn(CC(=O)N(C(C)C)C(C)C)c(C)c1S(=O)(=O)NC(C)(C)C	i
12	C=CCN1C(=O)/C(=C\c2ccco2)SC1=S	i
13	CCCCCCCOC(=O)CN1C(=O)c2c(Cl)c(Cl)c(Cl)c(Cl)c2C1=O	i
14	CC12CC3CC(C1)CC(C(=O)O)(C3)C2	i
15	O=S(=O)(C1=Cc2ccccc2CC1)N1CCCC(c2nc3ccccc3s2)C1 (stereo not drawn)	i
16	O=S(=O)(Nc1nc2ccc(F)cc2s1)c1ccc(Cl)s1	i
17	Cc1nnc(SCC(=O)c2ccc(Br)s2)s1	i
18	Cc1cc(C)nc(N/N=C/c2cc(C)n(-c3ccc(I)cc3)c2C)n1	i
19	CN=c1scc(-c2ccc(OC(F)F)cc2)n1/N=C/c1cccc(O)c1O	i
20	Cc1ccc(C2(C(F)(F)F)N=C3Sc4cc(S(C)(=O)=O)ccc4N3C(=O)N2)cc1 (stereo not drawn)	i
21	CN(C)C1(CNC(=S)NC2CC3CCC2C3)CCCCC1 (stereo not drawn)	i
22	COc1ccc(C2N=C(c3ccccc3)NO2)cc1OC (stereo not drawn)	i
23	O=C(O)C1C2C=CC3(CN(C4CCCCC4)C(=O)C13)O2 (stereo not drawn)	i
24	COCCNC(=S)N/N=C(\C)c1ccc(C)o1	i
25	Cc1ccc(-c2cn(-c3ccc(C)cc3)c(=N)s2)cc1	i
26	CCC1(CC)NC(=O)N(CC(=O)O)C1=O	i
27	Clc1ccc(C2Oc3ccccc3C3CC(c4ccc(Br)cc4)=NN32)c(Cl)c1 (stereo not drawn)	i
28	Cc1cccc2nc(CSc3nccn3C)cc(=O)n12	i
29	O=C(Nc1ccc2c(c1)OC1(CCCC1)O2)C1CCCO1 (stereo not drawn)	i
30	O=C1c2ccccc2S(=O)(=O)N1Cc1cc2c(cc1Br)OCO2	i
31	S=C(NCc1ccc2c(c1)OCO2)c1ccccc1	i
32	CC1=C(c2ccc(Cl)cc2)N2CCS(=O)(=O)N=C2S1	i
33	Cc1cc(-n2c(C)cc(C(=O)CSc3nncn3C)c2C)no1	i
34	CNC(=O)NC(=O)CN1C(=O)NC2(CCCCC2C)C1=O (stereo not drawn)	i
35	Cc1occc1C(=O)N/N=C/c1ccc[nH]1	i
36	O=C(Cn1nnc(-c2cccs2)n1)OCc1nc2sc3c(c2c(=O)[nH]1)CCC3	i
37	Cc1cc(N2CCN(S(=O)(=O)c3ccc4c(c3)OCCCO4)CC2)n2ncnc2n1	i
38	Cc1csc2nc(CN(Cc3ccco3)Cc3cccs3)cc(=O)n12	i
39	Fc1ccc(OCCCSc2nnc3ccccn23)cc1	i
40	Cc1ccc(C2Nc3ccccc3-c3nc4ccccc4n32)o1 (stereo not drawn)	i
41	O=C1OC(CC(=O)N2CCN(c3cnn(-c4ccccc4)c(=O)c3Cl)CC2)c2ccccc21 (stereo not drawn)	i
42	Cc1ccc(-c2csc(/C=C/c3c(C)noc3C)n2)cc1	i
43	CN=c1scc(-c2cc3ccccc3o2)n1/N=C/c1cccc(O)c1O	i
44	O=c1oc2ccccc2c(O)c1C=Nc1cccnc1	i
45	Fc1ccccc1OCCn1c(COc2ccc3ccccc3c2)nc2ccccc21	i
46	Cn1nc(N2CCOCC2)c(=O)n(C)c1=O	i
47	Clc1ccc2c(c1)c(-c1ccccc1)nc1nncn12	i
48	CC(C)C(C)NC(=O)Cn1cnc2c1c(=O)n(C)c(=O)n2C (stereo not drawn)	i
49	O=C1CCSc2ccc(Cl)cc21	i
50	O=[N+]([O-])c1ccc2[nH]c(=S)oc2c1	i
51	Nc1ccc(N2CCOCC2)cc1	i
52	C[N+]1(CC(O)COc2ccccc2F)CCOCC1 (stereo not drawn)	i
53	c1nc(NCC23CC4CC(CC(C4)C2)C3)c2c3c(sc2n1)CCC3	i
54	c1ccc2c(NC3CCCC3)nnc(NC3CCCC3)c2c1	i
55	COc1cc(-c2n[nH]c(=S)o2)cc(OC)c1OC	i
56	C/C(=C\C(=O)C(F)(F)F)NCC1CCCO1 (stereo not drawn)	i
57	Nc1c(S(=O)(=O)c2ccccc2)c2nc3ccccc3nc2n1C1CC1	i
58	c1ccc(Oc2ccccc2N=Nc2ccccc2Oc2ccccc2)cc1	i
59	Cc1coc2cc3oc(=O)ccc3cc12	i
60	COC(=O)C1=C(C)NC(C)=C(C(=O)OC)C1C(=O)OCC(=O)NC(C)C	i

3 compounds drawn at random from those above:
no.	Molecule	PL biosyn Enam
43	CN=c1scc(-c2cc3ccccc3o2)n1/N=C/c1cccc(O)c1O	i
54	c1ccc2c(NC3CCCC3)nnc(NC3CCCC3)c2c1	i
44	O=c1oc2ccccc2c(O)c1C=Nc1cccnc1	i

(cont.)
no.	Molecule	PL biosyn Enam
61	O=c1c2ccccc2c(C=Nc2cccc(I)c2)c(O)n1-c1ccc2c(c1)OCO2	i
62	O=[N+]([O-])c1cc(S(=O)(=O)N2CCOCC2)ccc1Oc1ccc2oc3c(c2c1)CCCC3	i
63	O=S(=O)(Nc1ccc(Br)cc1F)c1ccc(OC(F)(F)F)cc1	i
64	CCOCCSc1nnc2c(n1)[nH]c1ccccc12	i
65	O=S(=O)(c1ccc2ccccc2c1)N1CCN(c2ccccn2)CC1	i
66	COc1ccc(C2NS(=O)(=O)N=C2N)cc1 (stereo not drawn)	i
67	Cn1c(SCC(=O)NC(=O)NC2CCCCC2)nnc1-c1ccco1	i
68	O=C(O)c1cc(=O)n(CN2CCN(CCO)CC2)c(=O)[nH]1	i
69	CC1CC(Sc2nnc(-c3cccs3)n2C2CC2)C(=O)O1 (stereo not drawn)	i
70	CC(c1nc2ccccc2s1)N(C)c1ncnc2sc3c(c12)CCC3 (stereo not drawn)	i
71	Cc1nc2ccccc2c2nc(N)nn12	i
72	Cn1c(=O)c2c(ncn2CC(=O)NC(C)(C)C)n(C)c1=O	i
73	Cc1cc(CSc2nnc(NC3CC3)s2)no1	i
74	CC1(C)CC2CC(C)(CN2C2=Nc3cccc4cccc2c34)C1 (stereo not drawn)	i
75	Nc1cc(S(=O)(=O)Nc2ccc(Cl)cc2)ccc1Cl	i
76	O=[N+]([O-])c1ccc(Nc2ccccc2)c([N+](=O)[O-])c1	i
77	COCCNC(=O)NC(=O)COC(=O)c1cc(Br)c(Br)s1	i
78	Fc1ccc(N/N=C/c2c[nH]c3ccccc23)c(F)c1	i
79	CC1=CC(C)(C)N(Cc2c(F)c(F)c(F)c(F)c2F)c2ccc(C)cc21	i
80	CC(=O)c1sc(NC(=O)c2ccc(=O)[nH]c2)nc1C	i
81	O=S1(=O)c2cccc3cccc(c23)N1CCOc1ccccc1	i
82	CC(C)Cn1c(N)c(C(=O)CSc2ncnc3sc4c(c23)CCC4)c(=O)n(C)c1=O	i
83	O=C(OCCCOC(=O)/C(=C/c1cccs1)c1cccs1)/C(=C/c1cccs1)c1cccs1	i
84	CC(C)(C)OC(=O)N/N=C/c1ccc(N2CCOCC2)s1	i

Reprinted from the part before: 7 compounds, followed by the next part.
no.	Molecule	PL biosyn Enam
78	Fc1ccc(N/N=C/c2c[nH]c3ccccc23)c(F)c1	i
79	CC1=CC(C)(C)N(Cc2c(F)c(F)c(F)c(F)c2F)c2ccc(C)cc21	i
80	CC(=O)c1sc(NC(=O)c2ccc(=O)[nH]c2)nc1C	i
81	O=S1(=O)c2cccc3cccc(c23)N1CCOc1ccccc1	i
82	CC(C)Cn1c(N)c(C(=O)CSc2ncnc3sc4c(c23)CCC4)c(=O)n(C)c1=O	i
83	O=C(OCCCOC(=O)/C(=C/c1cccs1)c1cccs1)/C(=C/c1cccs1)c1cccs1	i
84	CC(C)(C)OC(=O)N/N=C/c1ccc(N2CCOCC2)s1	i
85	CC(C)(C)C1CCc2sc(C(=O)O)cc2C1 (stereo not drawn)	i
86	COCCNC(=S)N/N=C/C1CC=CCC1 (stereo not drawn)	i
87	O=C(CSCc1ccco1)c1cccs1	i
88	Cn1cccc1/C=N/N=C1\NC(=O)C(CC(=O)O)S1 (stereo not drawn)	i
89	CCOC(=O)c1sc2nc(C)nc(NCCCOC)c2c1C	i
90	c1csc(-c2csc3nc(CN4CCOCC4)nc(N4CCCC4)c23)c1	i
91	CCCCn1c(N)c(N(CC(C)C)C(=O)C2CCCC2)c(=O)[nH]c1=O	i
92	c1ccc(N=P(N2CCOCC2)(N2CCOCC2)N2CCOCC2)cc1	i
93	COc1ccc(S(=O)(=O)Nc2ccc3cn[nH]c3c2)cc1[N+](=O)[O-]	i
94	O=C(O)Cn1ccc(C(F)(F)F)n1	i
95	CC(NC(N)=O)C(=O)O (stereo not drawn)	i
96	Cc1ccc(-c2ccc(C3=CC(C)(C)OC3=O)cc2)cc1	i
97	COC1C=CC(CNC(=O)CCn2c(=O)oc3ccccc32)(OC)O1 (stereo not drawn)	i
98	Oc1ccc(-c2csc(N3N=C4/C(=C/c5ccccc5)CCCC4C3c3ccccc3)n2)cc1O (stereo not drawn)	i
99	CC1(C)C2CCC1(C)C(Nc1ncnc3sc4c(c13)CCC4)C2 (stereo not drawn)	i
100	O=C1C2CC=CCC2C(=O)N1CN1CCc2sccc2C1c1cccs1 (stereo not drawn)	i
101	O=C(c1ccc([N+](=O)[O-])s1)N1CCN(C(=O)C2CCCO2)CC1 (stereo not drawn)	i
102	CC(C)CCNCC(O)CON=C1c2ccccc2-c2ccccc21 (stereo not drawn)	i
103	O=C(CN1CCOCC1)NCCC12CC3CC(CC(C3)C1)C2	i
104	CCOC(=O)c1sc2nc(C(C)Sc3nnc(C)s3)[nH]c(=O)c2c1C (stereo not drawn)	i
105	CN(C)CCCNc1ncnc2sc3c(c12)CCC3	i
106	Cc1nc(CSc2nnc(-c3cccs3)n2C2CC2)cs1	i
107	O=c1cc(CSc2ncnc3sc4c(c23)CCC4)nc2sccn12	i
108	C/C(=N\NC(=S)Nc1cc(C)ccc1C)c1ccc(C)c(C)c1	i
109	CC(C)(C)P(=NC(=S)NNCCO)(N1CCCCCC1)N1CCCCCC1	i
110	CCCCn1c(=S)[nH]c2sc(C)c(C)c2c1=O	i
111	C=CCNC(=S)N=Nc1c(O)[nH]c2c(Cl)cc(Cl)cc12	i
112	c1ccc2cc(OCc3nc4ccccc4s3)ccc2c1	+
113	Cc1sc2nc(CSc3nc(N)nc(-c4cccs4)n3)[nH]c(=O)c2c1C	i
114	Nc1nc(SCC(=O)NCCCO)nc2sc3c(c12)CCC3	i
115	COc1cc(CO)ccc1OCc1nnc(-c2ccc(Br)cc2)o1	i
116	O=c1[nH]ncc(N2CCCCC2)c1Cl	i
117	CCOc1ccc(-c2n[nH]c(=S)o2)cc1	i
118	O=c1[nH]c(CN(CCO)Cc2nc3sccc3c(=O)[nH]2)nc2sccc12	i
119	CC12CS(=O)(=O)CC1SC(=S)N2c1cccc(O)c1 (stereo not drawn)	i
120	FC(F)(F)CC[n+]1cccc2ccccc21	i
121	Cc1cc(C(=O)N/N=C2\CC(=O)CC(C)(C)C2)c(C)o1	i
122	Cn1c(=S)[nH]c2scc(-c3cccs3)c2c1=O	i
123	O=C1NC2(Oc3ccccc3C3CC(c4ccccc4)=NN32)/C(=C/c2ccc(Cl)cc2)S1 (stereo not drawn)	i
124	NCCN1C(=O)S/C(=C\c2ccc3c(c2)OCO3)C1=O	i
125	O=S(=O)(c1ccc2c(c1)CCC2)N1CCN(S(=O)(=O)c2ccc3c(c2)OCCCO3)CC1	i
126	C=CCn1c(C)cc(C(=O)Cn2nc(C)c([N+](=O)[O-])c2C)c1C	i
127	C=CCNC(=O)C12CCC(C)(C(=O)O1)C2(C)C (stereo not drawn)	i
128	O=c1c2ccccc2cc(Br)c2sccc12	i
129	Oc1ccc(/C=N/Nc2ccc(C(F)(F)F)cn2)cc1	i
130	Cn1c(-c2ccccc2)c[nH]c1=S	i
131	O=C(COC(=O)/C=C/c1ccc(I)o1)NC1CCCCCCC1	i
132	Cc1cc2c(cc1Cl)N1CCS(=O)(=O)N=C1S2	i
133	Cc1cc(CSc2ccc(S(=O)(=O)N3CCCC3)cn2)no1	i
134	C/C(CCc1ccc2c(c1)OCO2)=N\NC(=S)NC(C)C	i
135	CNS(=O)(=O)c1ccc2c3c(cccc13)C(=O)N2	i
136	O=C(O)/C=C/c1ccc(Br)o1	i
137	O=C(O)c1ccno1	i
138	Clc1ccc(C2=NNC(=NC3CC3)SC2)c(Cl)c1	i
139	COc1cc(/C=C2\N=C(c3ccc(OC(F)F)cc3)OC2=O)cc(OC)c1OC	i
140	CCOc1cc(N2CCOCC2)c(OCC)cc1NS(=O)(=O)c1c(C)noc1C	i
141	O=C1CC2(CCCC2)C(=O)N1Cc1nc(-c2ccsc2)no1	i
142	O=S(=O)(c1ccc(Cl)cc1)N(c1ccc(F)cc1)C(F)F	i
143	CCc1cc2c(SCc3cc(=O)n4ccsc4n3)ncnc2s1	i
144	CCCCn1c(N)c(N(CC)C(=O)NC2CCCCC2)c(=O)[nH]c1=O	i
145	O=C(O)CCCCCN1C(=O)/C(=C\c2cccs2)SC1=S	i
